NadD inh = blocks S. aureus nicotinate mononucleotide adenylyltransferase | purified NadD enzyme, colorimetric absorbance read-out | inhibition, % at 20 µM | 360,000 compounds, 0.78% hits | AID 602399; in the data active = inhibition above about 26%; also: some compounds past the cut are filed as inactive
STEP inh = inhibitors of human striatal-enriched phosphatase STEP | inhibition, % at 20 µM | recombinant STEP, OMFP fluorogenic substrate, fluorescence | P54829 | 360,000 compounds, 0.25% hits;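 active = inhibition at 20 µM, scaled per plate between control wells, above about 37%, limit read from the data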;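 also: 0% = DMSO with enzyme and substrate and 100% = substrate only without enzyme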
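Test system: STEP tyrosine phosphatase / Reagent: OMFP at 25 µM / Doses: 20 µM, 1% DMSO / Read-out: percent inhibition scaled to no-enzyme and uninhibited-enzyme controls, plate-pattern corrected / Detection: FITC-channel fluorescence of OMFP product / Medium: Bis-Tris buffer pH 6.0, 2.5 mM DTT, 0.005% Tween 20 / Schedule: 20 min at room temperature, dark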
Scp-1 inhibitor = blocks human Scp-1 phosphatase activity. Q9GZU7. Recombinant Scp1, phosphopeptide, malachite green phosphate absorbance. inhibition, % at 20 µM. 340,000 compounds, 0.88% hits. AID 493091;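 active = inhibition above about 50% at 20 µM, limit read from the data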;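 also: plate controls were DMSO wells with enzyme for no effect and wells lacking enzyme for full effect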
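assay system = SCP-1 phosphatase catalytic domain, residues 76-261 | buffer or medium = 50 mM Tris acetate pH 5.5, 0.005% Tween-20, 10 mM MgCl2 | incubation = enzyme reaction 45 min at room temperature, colour 5 min, stabilisation 30 min | signal = Phosphate-binding colour reagent, absorbance read at 630 nm | measure = % inhibition at 20 µM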
Rin1-Abl PPI inh = inhibitors of human Rin1-Abl protein interaction. 360,000 compounds, 0.4% hits. inhibition, % at 7.35 µM. AID 588664. P00519+Q13671. TR-FRET Rin1/Abl binding, biochemical; in the data active = inhibition above about 5%, passing the limit was not always enough
SUMO1 PPI mod = modulators of human SUMO1-mediated protein-protein interactions | P63165 | SUMO1 binding to a labelled peptide, TR-FRET, 1 h | inhibition, % at 20 µM | 360,000 compounds, 0.33% hits; in the data active = inhibition above about 37%
Target sequence (P63165 whole entry, looked up): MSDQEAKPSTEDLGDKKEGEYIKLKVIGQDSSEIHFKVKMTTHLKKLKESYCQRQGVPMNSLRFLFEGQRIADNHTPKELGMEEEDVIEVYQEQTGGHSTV
Rpn11 inh = blocks the human proteasome subunit Rpn11 | O00487 | calls only at 20 µM | human 26S proteasome, Ub4-pepOG fluorescence polarization; 20S core pre-blocked with epoxomicin | 360,000 compounds, 0.59% hits;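 active = inhibition at 20 µM, scaled to each plate's controls, above about 33%, limit read from the data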
LMPTP inh = LMPTP (human) inhibition | P24666 | recombinant LMPTP-A, OMFP fluorogenic substrate, fluorescence intensity | inhibition, % at 20 µM | 360,000 compounds, 0.22% hits | AID 651560;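 active = compounds that cut the enzyme signal by at least half of the control window in the single-dose screen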;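 also: plate controls were DMSO wells with enzyme plus substrate for no effect and substrate without enzyme for full effect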
Target sequence (P24666 whole entry, looked up): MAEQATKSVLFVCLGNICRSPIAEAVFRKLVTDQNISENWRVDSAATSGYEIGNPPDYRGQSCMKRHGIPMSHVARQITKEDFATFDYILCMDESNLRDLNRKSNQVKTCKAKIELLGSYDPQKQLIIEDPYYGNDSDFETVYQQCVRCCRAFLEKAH
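Assay system: LMPTP-A, protein tyrosine phosphatase of low molecular weight / Medium: pH 6.0 Bis-Tris buffer with DTT and Triton X-100 / Schedule: 50 min enzyme reaction at room temperature, protected from light / Measured by: endpoint fluorescence intensity from OMFP dephosphorylation / Read-out basis: % inhibition relative to no-enzyme and uninhibited control wells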
Neddyl block = inhibitors of human cullin neddylation | P61081+Q13564 | calls only at 25 µM | 360,000 compounds, 0.58% hits | TR-FRET cullin neddylation, biochemical; in the data active = inhibition above about 36%
Target sequence (P61081 whole entry, looked up): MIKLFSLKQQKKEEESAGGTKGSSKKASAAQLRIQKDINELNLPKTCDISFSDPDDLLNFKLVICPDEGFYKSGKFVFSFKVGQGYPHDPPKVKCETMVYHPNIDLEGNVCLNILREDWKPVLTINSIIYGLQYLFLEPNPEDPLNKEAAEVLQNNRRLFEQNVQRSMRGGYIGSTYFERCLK
Target sequence (Q13564 whole entry, looked up): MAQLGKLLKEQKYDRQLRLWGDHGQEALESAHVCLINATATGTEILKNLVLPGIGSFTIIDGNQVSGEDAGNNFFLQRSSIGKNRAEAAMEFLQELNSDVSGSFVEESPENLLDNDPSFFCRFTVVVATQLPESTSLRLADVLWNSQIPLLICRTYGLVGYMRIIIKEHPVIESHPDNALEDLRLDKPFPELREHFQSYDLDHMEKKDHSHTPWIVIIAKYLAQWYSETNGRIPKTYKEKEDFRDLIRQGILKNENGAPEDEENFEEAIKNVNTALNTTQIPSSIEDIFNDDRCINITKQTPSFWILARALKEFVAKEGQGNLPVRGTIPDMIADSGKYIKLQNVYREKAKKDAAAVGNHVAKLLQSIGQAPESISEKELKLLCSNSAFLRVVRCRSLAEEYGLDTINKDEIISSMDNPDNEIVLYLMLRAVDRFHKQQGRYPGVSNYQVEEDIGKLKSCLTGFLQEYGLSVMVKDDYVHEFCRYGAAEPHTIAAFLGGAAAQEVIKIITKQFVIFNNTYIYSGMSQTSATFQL
CSN inh = CSN deneddylation inhibition; Q92905; Purified CSN, SCF-Nedd8-OG deneddylation, fluorescence polarization; inhibition, % at 12.5 µM; 360,000 compounds, 0.38% hits;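 active = pattern-corrected inhibition above about 35%, with an unprinted fluorescence ratio check between 0.5 and 1.5, limit read from the data, passing the limit was not always enough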;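 also: 0% = enzyme with substrate and 100% = substrate without enzyme; some results filed as inactive read as strong as hits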
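Assay system: Purified human Csn5 enzyme expressed in HEK293T cells | Amount: Enzyme 0.24 nM | Measured by: Fluorescence polarization readout | Medium: Tris/NaCl/DTT buffer, pH 7.5 | Compound dosing: One concentration, 12.5 µM, 0.25% DMSO | Times: 90 min incubation of compound, enzyme and substrate at room temperature | Control set: no-enzyme wells high, enzyme-with-substrate wells low | Read-out: % inhibition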
DNMT1 block = inhibitors of human DNMT1; inhibition (reported as % activation of signal), % at 10 µM; 360,000 compounds, 0.83% hits; DNMT1 molecular beacon, Hinp1I cleavage, fluorescence; in the data active = inhibition above about 50%
Active calls of the source: *; i = inactive; . = no result given.

entry | Molecule | DNMT1 block | STEP inh | Rin1-Abl PPI inh | Neddyl block | Scp-1 inhibitor | Rpn11 inh | CSN inh | NadD inh | SUMO1 PPI mod | LMPTP inh
1 | OC[C@@H]1CN(Cc2ccccc2)C[C@H](n2cnc3c(N4CCOCC4)ncnc32)O1 | 1 | 23 | -2 | i | . | i | 1 | -1 | 0 | -1.1
2 | O=C(NCc1ccccc1F)C(=O)NCC1OCCCN1S(=O)(=O)c1cccs1 (stereo not drawn) | 1 | 1 | 1 | i | 0 | i | 0 | 1 | -3 | -0.3
3 | CCn1nnnc1SCC(=O)N1c2ccccc2NC(=O)CC1C (stereo not drawn) | 1 | -4 | 4 | i | -6 | i | -4 | 0 | 0 | -0.3
4 | NC(=O)[C@H]1CC2(CC(c3cccc(NC(=O)COc4ccc(Cl)cc4)c3)=NO2)CN1C(=O)Cc1ccc([N+](=O)[O-])cc1 (stereo partly drawn) | -6 | 0 | 0 | i | -2 | i | 1 | 33* | -15 | -0.4
5 | CC12CCC(=O)C=C1CCC1C2C(O)CC2(C)C1CCC2(O)C(=O)COC(=O)COCC(=O)O (stereo not drawn) | 1 | 1 | 4 | i | -4 | i | 2 | 0 | 0 | -0.2
6 | CCOc1ccccc1NC(=O)Nc1cccc(S(N)(=O)=O)c1 | -4 | 0 | 0 | i | -11 | i | 0 | -5 | -3 | 0.0
7 | O=[N+]([O-])c1ccc(Sc2ccccc2Cl)nc1 | 0 | -1 | -3 | i | -15 | i | 2 | -6 | -26 | 0.1
8 | COc1ccccc1-c1cn[nH]c(=S)n1 | 0 | 3 | -5 | i | -2 | i | 0 | 2 | -5 | 0.4
9 | C=CC(=O)N1C/C(=C/c2ccc(F)cc2)C(=O)/C(=C\c2ccc(F)cc2)C1 | 93* | 24 | 9 | i | 85* | i | 27 | -7 | 76* | 7.2
10 | CCOc1ccc(OCCCC(=O)NCCc2ccc(OC)cc2)cc1 | -2 | 0 | -2 | i | -8 | i | -4 | -4 | 0 | -0.9
11 | O=C(CSc1ccccc1)NCCc1ccccc1 | 0 | 3 | 1 | i | -8 | i | -2 | 0 | 2 | 0.8
12 | COc1ccc(/C=C/c2nnc(NC(=O)COc3cccc(C)c3)s2)cc1 | 21 | -2 | 2 | . | -2 | i | -3 | 3 | -5 | -0.1
13 | C=C1[C@@H](O)[C@H](Cc2ccccc2)N(Cc2ccccc2Br)S1(=O)=O | 23 | -1 | 5 | i | -1 | i | 1 | -6 | 1 | -1.9
14 | CCOc1ccc(NC(=O)c2ccccc2NC(=O)CN(C)CC(=O)Nc2ccc(C)cc2)cc1 | -2 | 2 | 3 | i | 6 | i | -2 | -7 | -1 | 1.7
15 | COC(=O)c1ccc2nc(NC(=O)CCS(=O)(=O)c3ccccc3)sc2c1 | 4 | -2 | 3 | i | 21 | i | -2 | -5 | -7 | 7.1
16 | COc1ccccc1-n1c(SCC(N)=O)nnc1-c1ccccc1 | 4 | -6 | 3 | i | -4 | i | 5 | -5 | 1 | -2.2
17 | COc1ccc(NC(=O)CSc2nnc(CNC(=O)c3ccco3)o2)cc1 | 9 | -1 | 5 | i | -1 | i | 2 | 4 | -1 | -0.8
18 | CCc1cc(CNC(=O)c2cccc(OC3CCN(S(C)(=O)=O)CC3)c2)on1 | 2 | -2 | 6 | i | -7 | i | 0 | -10 | 0 | -0.8
19 | Cc1ccc(N2C(=N)SCC2=O)cc1Cl | 1 | -4 | 4 | i | -2 | i | 0 | 1 | 1 | -2.0
20 | COCCCN1C(=O)C(=O)/C(=C(/O)c2ccc(OC)cc2)C1c1ccc(O)c(OC)c1 (stereo not drawn) | -1 | 3 | -1 | i | -3 | i | -1 | 1 | -5 | -1.3
21 | O=S1(=O)N=C(Nc2nc3c(s2)CCCC3)c2ccccc21 | 1 | -3 | -1 | i | -7 | i | -3 | -1 | -4 | 1.0
22 | CC(=O)NC12CC3CC(C1)CC(C(=O)Nc1nccs1)(C3)C2 | -5 | -4 | 1 | i | -2 | i | -1 | -4 | 1 | 0.3
23 | O=C(c1cc(-c2ccc(Cl)cc2)on1)N1CCN(c2ccc(F)cc2)CC1 | 0 | 0 | 1 | i | -4 | i | 0 | -2 | 6 | 1.0
24 | COc1ccc(/C=N/NC(=O)c2ccc(Br)cc2)cc1CN1CCOCC1 | -2 | -4 | 1 | i | -4 | i | 2 | -5 | -5 | 0.1
25 | O=C(O)CCC(=O)NNC(=O)c1cccc(Cl)c1 | -4 | -6 | 4 | i | -2 | i | 3 | -2 | -2 | -2.3

Exported with one line to a screen: part of the list above.
[10] CCOc1ccc(OCCCC(=O)NCCc2ccc(OC)cc2)cc1
[11] O=C(CSc1ccccc1)NCCc1ccccc1
[12] COc1ccc(/C=C/c2nnc(NC(=O)COc3cccc(C)c3)s2)cc1
[13] C=C1[C@@H](O)[C@H](Cc2ccccc2)N(Cc2ccccc2Br)S1(=O)=O
[14] CCOc1ccc(NC(=O)c2ccccc2NC(=O)CN(C)CC(=O)Nc2ccc(C)cc2)cc1
[15] COC(=O)c1ccc2nc(NC(=O)CCS(=O)(=O)c3ccccc3)sc2c1
[16] COc1ccccc1-n1c(SCC(N)=O)nnc1-c1ccccc1
[17] COc1ccc(NC(=O)CSc2nnc(CNC(=O)c3ccco3)o2)cc1
[18] CCc1cc(CNC(=O)c2cccc(OC3CCN(S(C)(=O)=O)CC3)c2)on1
[19] Cc1ccc(N2C(=N)SCC2=O)cc1Cl
[20] COCCCN1C(=O)C(=O)/C(=C(/O)c2ccc(OC)cc2)C1c1ccc(O)c(OC)c1 (stereo not drawn)
assay / compound	10	11	12	13	14	15	16	17	18	19	20
DNMT1 block	-2	0	21	23	-2	4	4	9	2	1	-1
STEP inh	0	3	-2	-1	2	-2	-6	-1	-2	-4	3
Rin1-Abl PPI inh	-2	1	2	5	3	3	3	5	6	4	-1
Neddyl block	i	i	.	i	i	i	i	i	i	i	i
Scp-1 inhibitor	-8	-8	-2	-1	6	21	-4	-1	-7	-2	-3
Rpn11 inh	i	i	i	i	i	i	i	i	i	i	i
CSN inh	-4	-2	-3	1	-2	-2	5	2	0	0	-1
NadD inh	-4	0	3	-6	-7	-5	-5	4	-10	1	1
SUMO1 PPI mod	0	2	-5	1	-1	-7	1	-1	0	1	-5
LMPTP inh	-0.9	0.8	-0.1	-1.9	1.7	7.1	-2.2	-0.8	-0.8	-2.0	-1.3

(list continues)
entry | Molecule | DNMT1 block | STEP inh | Rin1-Abl PPI inh | Neddyl block | Scp-1 inhibitor | Rpn11 inh | CSN inh | NadD inh | SUMO1 PPI mod | LMPTP inh
26 | Oc1ccc(Cl)cc1-c1cc(-c2cccc(Br)c2)n[nH]1 | -21 | -1 | 0 | i | -12 | i | 1 | 4 | 12 | 3.0
27 | Cc1ccccc1C(=O)Nn1cnnc1 | -1 | -2 | 0 | i | -2 | i | -2 | 3 | 1 | -2.6
28 | Cc1cccc(Oc2coc3cc(OC(=O)c4cc5ccccc5oc4=O)ccc3c2=O)c1 | 42 | 2 | -1 | i | -4 | i | 4 | 15 | -9 | -9.0
29 | N#Cc1ccccc1S(=O)(=O)N1CCC(C(=O)Nc2cccc(C(=O)NC3CC3)c2)CC1 | -1 | -1 | -1 | i | 7 | i | -1 | -5 | 1 | -0.4
30 | Cc1ccc(/C=C2\SC(N3CCN(C(c4ccccc4)c4ccccc4)CC3)=NC2=O)o1 | 79* | 3 | -3 | i | -6 | i | 12 | 59* | -1 | 5.7
31 | CC(C)C[C@H]1CN(CCCC[C@H]2CNC(=O)C(=O)N2CC2CCCCC2)C(=O)C(=O)N1Cc1ccccc1 | . | . | . | i | . | . | -1 | 13 | 0 | 0.2
32 | Cc1ccc(C2=NN(C(=O)CN3C(=O)c4ccccc4S3(=O)=O)C(c3ccco3)C2)cc1 (stereo not drawn) | -2 | -3 | 5 | i | -9 | i | -3 | 5 | 9 | 1.6
33 | CCOC(=O)C1(CCOC)CCN(C/C=C/c2ccccc2OC)CC1 | 1 | -2 | -1 | i | -2 | i | 1 | -10 | 1 | 0.7
34 | O=C(c1cccc(S(=O)(=O)N2CCCC2)c1)N1CCN(S(=O)(=O)c2cccc(Cl)c2)CC1 | 5 | 2 | -1 | i | -1 | i | -1 | 0 | 0 | -0.2
35 | O=C(Nc1ccccc1)Nc1ccc(C(F)(F)F)cn1 | 2 | -1 | -1 | i | -19 | i | -2 | -3 | -1 | -0.7
36 | COc1ccc(Br)cc1/C=N/NC(=O)C[n+]1ccccc1 | 0 | 1 | -3 | i | -14 | i | 3 | -1 | -6 | -1.7
37 | CSCCC(=O)N1CC[C@@H](N2CCN(c3ccccc3F)CC2)[C@H](O)C1 | -1 | -2 | 1 | i | -8 | i | -3 | -2 | 1 | -1.3
38 | CC(=O)Nc1ccc(S(=O)(=O)N(CCO)Cc2ccccc2)cc1 | 1 | 1 | 2 | i | -3 | i | 0 | 1 | -1 | -0.8
39 | CCc1ccc(OCCCC(=O)Nc2nccs2)cc1 | -1 | 1 | -3 | i | -3 | i | 2 | 1 | -10 | 0.6
40 | CCc1ccccc1NC(=O)C(Cc1cccc(OC)c1OC)c1nn[nH]n1 (stereo not drawn) | -2 | 0 | 0 | i | -3 | i | 3 | -4 | 2 | -1.4
41 | Cc1cc(C)nc(NS(=O)(=O)c2ccc(NC(=O)COc3ccccc3)cc2)n1 | 0 | 0 | 1 | i | -1 | i | 4 | 4 | 2 | 1.0
42 | Cc1cc(C)cc(NC(=O)C(C)N2C(=O)c3ccccc3C2=O)c1 (stereo not drawn) | 1 | -1 | -1 | i | -16 | i | 3 | 0 | -3 | -2.2
43 | CC(=O)Nc1ccc(NC(=O)c2ccccc2Nc2ccccc2)cc1 | 1 | -2 | 2 | i | -6 | i | -2 | -1 | 7 | 1.3
44 | CN(CC(=O)Nc1cccc(F)c1)C(=O)c1cc(S(=O)(=O)N(C)C)ccc1N1CCCC1 | -3 | -1 | 4 | i | -8 | i | -3 | 2 | 8 | -4.0
45 | CNCc1cc(C)n(-c2cc(S(=O)(=O)N3CCOCC3)ccc2N2CCCC2)c1C | -3 | 0 | 0 | i | . | i | 3 | 5 | -8 | -1.0
46 | CSc1ccc(Cl)c(C(=O)Nc2ccc(N3CCOCC3)cc2)c1 | -6 | -1 | -2 | i | 2 | i | 4 | -5 | 2 | 0.9
47 | CCN(CC)C(=O)c1ccccc1NS(=O)(=O)c1cccs1 | 1 | 5 | 2 | i | -5 | i | 3 | -5 | 3 | -1.9
48 | CN(c1ccccc1)S(=O)(=O)c1ccc(C(=O)NCc2ccccn2)cc1 | 0 | -1 | -1 | i | -5 | i | 2 | -6 | 5 | -0.8
49 | Cc1nc(NCc2ccccc2)c(C(N)=O)c2c1COC(C)(C)C2 | 1 | -2 | 1 | . | 5 | i | 4 | -1 | -1 | 0.5
